Bioassay records deposited in PubChem BioAssay by National Center for Advancing Translational Sciences (NCATS).
ERK EGF inh = EGF-driven ERK pathway inhibition. Potency, µM (top dose mostly 11.5 µM), without a hit: at the highest dose activity change, negative = inhibition, usual class: inhibitors. AID 1454. HEK293-V1b, EGF-stimulated phospho-ERK AlphaScreen. 130,000 compounds, 0.41% hits; active = well fitted inhibition curve with a large enough effect; inconclusive = small, poorly fitted or top-dose-only effect, or effect the other way;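 note: plate controls were stimulated vehicle wells for no effect and unstimulated vehicle basal for full effect; nearly all actives have a fitted effect of over 55% in size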
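After overnight plating in 1% FBS, HEK293-V1b cells received test compound for half an hour, then a 5 min pulse of EGF (25 nM); ERK phosphorylation in lysates was read by bead-based AlphaScreen.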
Active calls of the source: *; ? = inconclusive; & = joins results of further samples; [ ] = another dose, or the depositor's remark. Potency is the fitted concentration of half-maximal effect. The list is partial, so the mix of outcomes need not match the whole.

SMILES | ERK EGF inh
CCOC(=O)c1c(-c2cccc3ccccc23)csc1NC(=O)C1C2CCC(O2)C1C(=O)O (configuration not stated) | -9.4%
CCO[C@@H]1OC(C(=O)N2CCOCC2)=C[C@H](C2CC2)[C@H]1CCCO | -12.2%[57.5 µM]
O=C(CN1C(=O)S/C(=C\C=C\c2ccccc2)C1=O)Nc1ccccc1C(=O)O | -2.8%[57.5 µM]
C/C(=N/NC(=O)c1cc(C)[nH]n1)c1ccco1 | 12.1%[57.5 µM]
C=CCc1cc(Cl)ccc1OCCNCCN1CCOCC1 | 1.1%
O=C(Cc1ccccc1Cl)NCCCn1ccnc1 | -0.5%
CSc1nc2c(cc1C#N)CCC2 | 4.5%[57.5 µM]
O=C(NN=C1CCCC1)c1cc(-c2ccc(F)cc2)nc2ccccc12 | -4.5%
CC1(OC(=O)CCc2ccccc2)C(=O)C=C2C=C(c3ccc(C#N)cc3)N(C3CCCCC3)C=C2C1=O (configuration not stated) | -1.4%[57.5 µM]
N#Cc1cccc(NC(=O)NCCc2c[nH]c3ccccc23)c1 | 0.0%
CN(NC1OC(=O)c2ccccc21)c1ncc(C(F)(F)F)cc1Cl (configuration not stated) | 5.8%[57.5 µM]
CCCc1ccc(OC(=O)c2ccc(O)cc2Cl)cc1 | -1.4%
COC(=O)CCc1nc2c(C#N)c(-c3ccc(Cl)cc3)ccn2n1 | 0.1%
CC(=O)Nc1ccc(NC(=O)Cn2c(=O)n(-c3ccc(C)cc3)c(=O)c3oc4ccccc4c32)cc1 | -5.0%
c1ccc(CSc2ncnc3ccccc23)cc1 | -10.5%
CC(NC(=O)c1cccc(S(=O)(=O)N(C)C)c1)c1nc2ccccc2[nH]1 (configuration not stated) | 1.0%
CC(=O)Nc1ccc(OC(F)(F)Cl)cc1 | 4.5%
COc1ccc(-n2c(Cc3cccn3C)nnc2SCC(=O)Nc2cccc(F)c2)cc1 | 14.9%
CCOc1ncccc1C(=O)OCC(=O)NCc1ccc2c(c1)OCO2 | -0.7%
Cc1cc(C)nc(N/N=C/c2cccc([N+](=O)[O-])c2)n1 | 0.5%[57.5 µM]
C=CCN(CC=C)Cc1c(C)[nH]c2c(C)c(C)ccc2c1=O | -0.7%
Cn1ccnc1SCC(=O)Nc1cccc(S(=O)(=O)N2CCCCCC2)c1 | -1.0%
COC(=O)C1=C(C)N(C)C(=O)NC1c1ccc([N+](=O)[O-])o1 (configuration not stated) | 9.1%
CN(C)c1ccc(/C=N/NC(=O)CNC(=O)c2ccc3c(c2)OCCO3)cc1 | -6.3%

Part of the list above in order of count of non-hydrogen atoms, largest number first.
SMILES | ERK EGF inh
COc1ccc(-n2c(Cc3cccn3C)nnc2SCC(=O)Nc2cccc(F)c2)cc1 | 14.9%
O=C(CN1C(=O)S/C(=C\C=C\c2ccccc2)C1=O)Nc1ccccc1C(=O)O | -2.8%[57.5 µM]
Cn1ccnc1SCC(=O)Nc1cccc(S(=O)(=O)N2CCCCCC2)c1 | -1.0%
CC(NC(=O)c1cccc(S(=O)(=O)N(C)C)c1)c1nc2ccccc2[nH]1 (configuration not stated) | 1.0%

Additional results follow:
SMILES | ERK EGF inh
O=[N+]([O-])c1ccccc1CNc1ccc(F)c(Cl)c1 | 1.7%
COc1ccc(/C=C\C(=O)c2c(O)ccc3c(C)cc(=O)oc23)cc1OC | 7.6%[57.5 µM]
O=C(CN1CCN(Cc2ccccc2)CC1)N=Nc1c(O)[nH]c2ccccc12 | 5.0%
CCOC(=O)c1ccccc1-c1cn2cc(Cl)ccc2n1 | -5.4%
CCn1c(-c2ccccc2)c(C(=O)CC#N)c2ccccc21 | -4.4%
S=C1NCN(Cc2ccco2)CN1Cc1ccco1 | 16.5%[57.5 µM]
CCc1c2c(nc3cccc(SC)c13)COC2 | 2.5%
CCCCN(C)Cc1cc(=O)oc2cc3c(cc12)CCCC3 | -16.6%[57.5 µM]
COc1ccc(Oc2nc(-c3ccccn3)ncc2OC)cc1 | 12.9%
CN1CCN(c2ncc3nc(-c4ccccc4)c(=O)n(-c4ccccc4)c3n2)CC1 | -2.7%
CCCCN(CC)CCNC(=O)c1nn(-c2ccc(OC)cc2)c(=O)c2c1c1ccccc1n2C | -7.0%[57.5 µM]
COc1ccc(C2C(C#N)=C(C)NC3=C2S(=O)(=O)c2ccccc23)cc1 (configuration not stated) | -8.0%

3 of the entries above in order of the ERK EGF inh value, rising.
SMILES | ERK EGF inh
CN1CCN(c2ncc3nc(-c4ccccc4)c(=O)n(-c4ccccc4)c3n2)CC1 | -2.7%
CCc1c2c(nc3cccc(SC)c13)COC2 | 2.5%
O=C(CN1CCN(Cc2ccccc2)CC1)N=Nc1c(O)[nH]c2ccccc12 | 5.0%

(next part)
SMILES | ERK EGF inh
COCCN1C=C(C(=O)OC)C(c2ccc(Cl)cc2)C(C(=O)OC)=C1 | -2.0%
O=c1[nH]c(C(Cl)Cl)nc2sc3c(c12)CCN(Cc1ccccc1)C3 | 13.7%
C[C@@H](C(=O)NCc1ccccn1)[C@H]1C[C@]1(C)[C@H](NC(=O)OCc1ccccc1)c1ccccc1 | -31.9%&2.1%
NC(N)=NC[C@@H]1COC2(CCCCC2)O1 | 1.6%[25.7 µM]
COC(=O)/C=C1\SC(=NC(=O)c2ccc(C)cc2)NC1=O | -1.0%
C=CCOC(=O)N[C@@H](CC(C)C)/C(C(=O)OC)=C(\C)NCc1ccccc1 | 2.5%
C=CCNc1c2c(nc3ncnn13)CC(C)CC2 (configuration not stated) | 0.5%
CC(C)Nc1nc(-c2ccccc2)nnc1-c1ccccc1 | -8.9%
COc1cc2cc(Oc3ccc4ccc(=O)oc4c3)c(=O)oc2cc1OC(=O)C=C(C)C | 8.1%[57.5 µM]
NS(=O)(=O)c1ccc(-c2ccc(/C=C3\SC(=S)N(C4CCS(=O)(=O)C4)C3=O)o2)cc1 (configuration not stated) | 4.2%[57.5 µM]
CCn1c(Cc2ccccc2)nnc1SCC(=O)NC1CCCC1 | -15.2%
CCn1cc(CN2CCc3c([nH]c4ccccc34)C2c2ccc(F)c(OC)c2)c(C)n1 (configuration not stated) | -14.4%
O=C(CCC(=O)OCC(=O)c1ccc(C(F)(F)F)cc1)OCC(=O)c1ccc(C(F)(F)F)cc1 | -7.9%[57.5 µM]
CCN(C(=O)CSc1nc2cc(Cl)ccc2c(=O)n1Cc1ccco1)C1CCS(=O)(=O)C1 (configuration not stated) | 5.3%
CCOC(=O)C(=O)Nc1cccc(C(=O)OCC)c1 | 0.6%
O=C(O)c1cccc(Oc2ccc([N+](=O)[O-])cc2)c1 | 10.6%
Cc1ccc(N(C(C)C(=O)Nc2c(C)n(C)n(-c3ccccc3)c2=O)S(C)(=O)=O)cc1C (configuration not stated) | -5.4%
O=C(Nc1ccc(Cl)cn1)c1ccccc1[N+](=O)[O-] | -2.7%
CCn1nc(C(=O)NNC(=O)COc2ccccc2C)c2ccccc2c1=O | 2.2%
Cc1cc(C)cc(C(=O)NC(=S)Nc2ccc(Cc3ccncc3)cc2)c1 | -0.1%
CC1CN(CCCCN2C(=O)c3ccccc3C2=O)CC(C)O1 (configuration not stated) | 2.8%
Cc1[nH]c(C)c2c(=O)[nH]ncc12 | 11.4%[57.5 µM]
Cc1c(N2C(=O)CSC2c2ccco2)c(=O)n(-c2ccccc2)n1C (configuration not stated) | 0.0%[57.5 µM]
C[C@H](NC(=O)Nc1cccc(Br)c1)C(=O)O | 4.1%[57.5 µM]
CCCCN(C)C(=O)c1nc2ccccn2c1CN1CCN(C(=O)c2cccs2)CC1 | -7.6%
O=C(C[n+]1ccccc1)N/N=C/c1ccccc1[N+](=O)[O-] | 1.7%
CCOc1ccccc1N(CC(=O)NC1CCCCC1)C(=O)c1nsc(Cl)c1Cl | ?
O=C(COc1ccccc1)c1cn(CC(=O)N2CCCC2)c2ccccc12 | -5.2%
NNc1nc(-c2ccccc2)nc2sc3c(c12)CCCC3 | 0.1%
CCCCCC1=C2CNC(CCC)(C(=O)OC)C=C2C(C)C1=O (configuration not stated) | 22.0%
COc1ccc(Cl)cc1NC(=S)N1CCCC1 | 3.4%
Cc1[nH]c2ccccc2c1SCC(=O)N1CCCCC1 | 1.9%
CCN1CCN(CCNC(=O)Nc2ccc([N+](=O)[O-])cc2)CC1 | 2.5%
O=C(C1=C[C@@H]2[C@H]3C(=O)N(c4ccccc4)C(=O)[C@H]3[C@@H](C(=O)c3ccc(Cl)cc3)N2C=C1)c1ccccc1 | -2.3%
Cc1ccc(C(=O)NCC(=O)NC2CCCC2)cc1 | 1.5%
COC(=O)c1ccc(C(=O)O)nc1 | ?
C[C@@]1(C(NC(=O)Cc2ccc(C(F)(F)F)cc2)c2ccc(-c3ccccc3)cc2)C[C@H]1C1CCCCC1 (some centres not stated) | 7.4%
CN(CCN1CCOCC1)Cc1nc(-c2ccc3c(c2)OCO3)no1 | 3.8%
COc1ccc(CN2CCC(CO)(Cc3ccccc3)CC2)cc1Cn1cccn1 | 7.4%
COc1ccc(C)cc1N(CC(=O)N/N=C/c1ccccc1C(=O)O)S(=O)(=O)c1ccccc1 | 9.5%
COC(=O)CC1[C@@]2(C)C[C@]34OC5(C)OC6(C7CC(=O)OC(c8ccoc8)[C@]7(C)CCC6(O5)[C@]13C)C(OC(C)=O)[C@]4(OC(C)=O)C2OC(C)=O (some centres not stated) | 19.3%
CC(COc1ccccc1)N1CCC(CO)(CCc2ccccc2)CC1 (configuration not stated) | -6.9%
CCOC(=O)/C(C(=O)Nc1ccccc1Br)=C1/NC(C)(C)Cc2ccccc21 | 8.4%
NS(=O)(=O)c1ccc(CNC(=O)c2cnccn2)cc1 | -12.3%[57.5 µM]
CN1C(C(=O)NCc2ccco2)CC2Cn3c(nc4cc5ccccc5cc43)C21 (configuration not stated) | -5.9%[57.5 µM]
COc1ccc(NC(=O)CC2C(=O)N(c3ccc(OC)cc3)C(=O)N2Cc2ccc(OC)c(OC)c2)cc1 (configuration not stated) | -8.7%
CC(=O)c1ccc(N2CCN(C(=O)CN(C)S(=O)(=O)c3cnc[nH]3)CC2)cc1 | 7.8%[57.5 µM]
CC(=O)c1sc(N/N=C\c2ccc(Br)cc2)nc1C | 3.6%
O=C(Oc1cccc(NC2=NS(=O)(=O)c3ccccc32)c1)c1cccnc1 | -9.3%
O=c1[nH]c2ccc(F)cc2[nH]c1=O | -3.8%
COCCn1c(-c2cccs2)nc2nc3ccccc3nc21 | 3.2%[57.5 µM]
CC1=C(C(=O)N(C)C)C(c2ccc(N3CCOCC3)cc2)NC(=O)N1 (configuration not stated) | 6.7%
COCCSc1ncnc2c1oc1nc3c(cc12)COC(C)(C)C3 | 9.3%[57.5 µM]
Fc1ccc(-c2csc(-c3ccccn3)n2)cc1F | ?
Cc1cc(C)cc(NC(=O)CN(Cc2ccccc2)S(C)(=O)=O)c1 | 5.7%
Cc1cc(Oc2cc(N)cc([N+](=O)[O-])c2)ccc1Cl | -8.5%
O=C(CCNc1n[nH]c(=O)[nH]c1=O)N/N=C\c1cccc(OCc2ccccc2)c1 | 8.9%
Cc1cccc(Nc2nnc(SC/C(O)=C(\C#N)c3nc4ccccc4[nH]3)s2)c1 | 18.2%
COc1cccc(N2CC(O)=C(c3nc4ccccc4c(=O)[nH]3)C2=N)c1 | ?
Cc1ccc(C(=O)NCC(C)(C)O)cc1 | 9.8%

4 of these compounds, set out differently:
smiles: C[C@@H](C(=O)NCc1ccccn1)[C@H]1C[C@]1(C)[C@H](NC(=O)OCc1ccccc1)c1ccccc1
  ERK EGF inh: -31.9%&2.1%

smiles: NC(N)=NC[C@@H]1COC2(CCCCC2)O1
  ERK EGF inh: 1.6%[25.7 µM]

smiles: COC(=O)/C=C1\SC(=NC(=O)c2ccc(C)cc2)NC1=O
  ERK EGF inh: -1.0%

smiles: C=CCOC(=O)N[C@@H](CC(C)C)/C(C(=O)OC)=C(\C)NCc1ccccc1
  ERK EGF inh: 2.5%

(listing goes on)
SMILES | ERK EGF inh
CCOc1cccc(OCCNC2CCCC2)c1 | -5.4%
O=C(Nc1ccc(S(=O)(=O)Nc2nccs2)cc1)c1ccc(N2C(=O)c3ccccc3C2=O)cc1 | -4.8%
COc1ccc(C2C3=C(CCCC3=O)NC3=C2C(=O)c2ccccc23)cc1 (configuration not stated) | 3.3%[57.5 µM]
O=C(COC(=O)/C=C/c1cccc(Cl)c1)NCCc1ccc(Cl)cc1Cl | 5.3%
CCn1c(C(C)C)n[nH]c1=S | 3.8%
O=C(NC(Cc1c[nH]c2ccccc12)C(=O)O)c1ccc(F)cc1 (configuration not stated) | -12.8%
COc1ccc(CC(=O)N2CCc3ccccc32)cc1 | 5.5%
CCOc1cccc(/C=C/C(=O)O)c1 | -21.3%
Cc1cnc(NC2=NCCC2)s1 | 4.5%
O=C(c1ccc(S(=O)(=O)N2CCCCCC2)cc1)N1CCC(CN2C(=O)c3cccc4cccc(c34)C2=O)CC1 | ?
O=C1c2ccccc2C(=O)c2c1ccc1c(=O)n(C3CCCCC3)[nH]c21 | ?
Cc1ccc(-n2c3nc(=O)[nH]c(=O)c-3cc3cc([N+](=O)[O-])ccc32)cc1C | -1.3%
COC(=O)c1ccc(NC(=O)Nc2ccccc2C)cc1 | 8.1%
O=S1(=O)CC(O)C(NCCO)C1 (configuration not stated) | -0.9%
Clc1cccc(/C(Cc2nc3ccccc3[nH]2)=N\Nc2ccccc2)c1 | ?
Cc1cc(-c2cc(C(=O)NCc3ccccc3)on2)nc(NCC2CC2)n1 | 3.0%[57.5 µM]
CCN(CC)CCOC(=O)c1ccc(NC(=O)c2ccc(Cl)c(S(=O)(=O)N3CCCCCC3)c2)cc1 | -5.7%
O=[N+]([O-])c1cc(/C=N/n2cnnc2)ccc1N1CCCC1 | -5.9%[57.5 µM]
COc1ccccc1CNC(=O)c1ccccc1OCc1ccc(F)cc1 | 1.1%
